GalR3 antag = GalR3 antagonists in HEK293 cells, primary screen, cell-based, fluorescence readout | Galanin receptor type 3 (Homo sapiens), O60755 | HEK293 GalR3-CNG cAMP membrane potential fluorescence; galR3 body fused to GalR1 C-terminus | AID 651719, 2012 | 0.44% of 360,000 active | inhibition, % at 3 µM;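 active means inhibition above the screen-wide average plus 3 SD, cut at about 13% in these data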;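 further: forskolin and galanin both at EC90 stimulate the cells; cAMP rise reported by CNG channel membrane potential dye signal; 0% = forskolin plus galanin with DMSO and 100% = forskolin alone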
CRFR2-BP ag = agonists of CRF-BP/CRF-R2 complex, primary screen, cell-based, HEK293, calcium dye fluorescence, uHTS | CRF-binding protein / CRF receptor 2 complex (human) | 0.46% of 350,000 active | AID 588473, 2011 | activation, % at 13.2 µM | calcium dye fluorescence (FLIPR); percent of saturating CRF peptide response;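 active means activation of at least 50%, plus an integration ratio under a set limit after plate pattern correction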;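 further: plate controls were neutral control wells without compound for no effect and CRF at EC100 for full effect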
M4 PAM = human M4 muscarinic receptor positive allosteric modulators, primary screen, CHO-K1 cells, Fluo-8 calcium fluorescence; CHO-K1 hM4/Gqi5, ACh EC20; 0% = ACh EC20, 100% = maximal ACh; 0.4% of 360,000 active; activation, % at 3 µM;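 active means activation above its plate's cutoff, the mean activation of sample wells plus 3 SD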; further: some results filed as inactive read as strong as hits
PHOSPHO1 block = PubChem AID 1565 | inhibition, % at 13.3 µM | 1.1% of 290,000 active | Phosphoethanolamine/phosphocholine phosphatase (Homo sapiens), Q8TCT1 | recombinant PHOSPHO1, absorbance phosphatase assay; in the data active means inhibition above about 60%
MEKK3 PB1 HTS = modulators of MEKK3-MEK5 PB1 binding, primary screen, biochemical, wildtype MEKK3, multiplex bead flow cytometry, Alexa488-MEK5; Mitogen-activated protein kinase kinase kinase 3 (Homo sapiens), Q99759; bead-based flow cytometry, Alexa488-MEK5 binding to MEKK3; actives lie on both sides; 0 = blocked by unlabeled MEK5, 100 = vehicle; binding response (% of control), % at 10 µM; 1.4% of 290,000 active; AID 1529, 2009;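 active means binding response more than 3 SD above or below the average of its plate-row segment, actives on both sides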;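 further: Alexa488 bead fluorescence after subtracting the streptavidin-only scavenger bead signal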
CRFR2-BP antag = antagonists of CRF-BP/CRF-R2 complex, primary screen, cell-based, HEK293, calcium dye fluorescence, uHTS; CRF-induced calcium fluorescence; inhibition, % at 11.8 µM; 0.59% of 350,000 active;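 active means inhibition of the ligand-induced calcium signal above about 50% at the single tested concentration, limit read from the data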
IDE inh = human IDE inhibitors in live cells, primary screen, fluorescence polarization, HEK cells, FAbetaB substrate; 0.41% of 320,000 active; inhibition, % at 5.59 µM; FAbetaB cleavage; AID 434962, 2010;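 active means percent inhibition above the average of all tested compounds plus 3 SD, set per screening campaign, cut at about 16% in these data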;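 further: IDE supplied by intact live HEK cells; FP after avidin binding of uncleaved biotin substrate so inhibition keeps polarization high; 0% = DMSO wells and 100% = 60 µM reference IDE inhibitor Ii1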
IDE act = human IDE activators in live cells, primary screen, fluorescence polarization, HEK cells, FAbeta-B substrate; FAbeta-B cleavage; 0% vehicle, 100% cell-free pure enzyme wells; AID 493087, 2011; 0.073% of 340,000 active; activation, % at 5.96 µM;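 active means activation above the mean of all tested compounds plus 3 SD, set per screening campaign, cut at about 17% in these data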
pCIP destab = p/CIP-EGFP fusion destabilizers, primary screen, fluorescence, F442A cells. decrease of EGFP signal, % at 10 µM. 0.01% of 290,000 active. AID 1984, 2009. Q05BA5. 16 h;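 active means EGFP signal decrease of at least 30% at 10 µM or well 3 SD below plate mean, unless failing retest; inactive means the rest, including hits failing retest or dose response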; further: some compounds called inactive have numbers as strong as hits; many of its hits are not listed in these tables
The depositor's hits bear a star; · = not tested or not shown.

Under each structure – GalR3 antag, CRFR2-BP ag, M4 PAM, PHOSPHO1 block, MEKK3 PB1 HTS, CRFR2-BP antag, IDE inh, IDE act, pCIP destab
> N#CCCN1CCN(S(=O)(=O)c2ccc(S(=O)(=O)NCC3CCCO3)cc2)CC1 (configuration not stated)
 : 1, 3.6, 1, -14, 102, -2, 3, 3, -6
> COc1cc(/C=N/n2c(C)nnc2C)cc(OC)c1OC
 : 0, 0.4, 4, 20, 104, 19, -2, 0, -2
> COc1ccc(CNC(=O)C(=O)NCC2CCCO2)cc1 (configuration not stated)
 : -3, 0.2, -3, 13, 102, 0, -2, 5, -15
> CCOc1ccc(N=C2NC(=O)/C(=C/C(=O)OC)S2)cc1
 : 0, -0.7, 13, 9, 101, 14, 0, -2, 4
> COc1ccccc1-c1cc(C(=O)Nc2ccccc2SC)no1
 : -5, 22, 8, 7, 104, 38, 3, 8, -6
> CCOc1ccccc1-c1nc2c(C(C)(C)C)nn(C)c2c(=O)[nH]1
 : ·, ·, ·, 28, 96, ·, 1, ·, -2
> COc1ccc(S(=O)(=O)N2CCN(CC(=O)N3CCOCC3)CC2)cc1OC
 : -2, -0.3, -2, ·, ·, 14, -2, ·, ·
> CC(C)(C)c1ccc(-c2noc(-c3ccno3)n2)cc1
 : -3, 0.5, -7, 3, 87, -13, 1, 1, -14
> Cc1ccc(C)c(NC(=S)NNC(=O)c2csc3c2CCCC3)c1
 : -7, -8.5, 7, 28, 100, -21, 3, 5, -1
> CCCN(Cc1ccccc1)C(=S)Nc1ccc(OCC)cc1
 : -2, -2.0, 0, 48, 101, -4, -5, 5, -7
> COc1ccc(-c2[nH]n(-c3ccc([N+](=O)[O-])cc3)c(=O)c2C=NCC2CCCO2)cc1 (configuration not stated)
 : -2, -0.6, -3, 37, 104, 12, 2, 4, -10
> O=c1n(-c2ccccc2)c(=O)n2n1CC(O)C2
 : -7, 1.3, 1, -14, 103, 1, -1, -2, 15
> COc1ccc(Nc2nc(N)nc(CSC(=S)N3CCC(C)CC3)n2)cc1
 : 1, 1.5, 7, -4, 110, -29, 2, 4, -12
> COc1cccc(C(=O)C2CCCN(Cc3ccc(OC)c(Cn4cncn4)c3)C2)c1 (configuration not stated)
 : 0, 0.1, -39, 12, 100, -13, 0, 5, -11
> O=C1c2nc3cc(-c4ccco4)[nH]n3c(=O)c2CN1Cc1ccccc1
 : -1, -1.3, -1, 36, 91, 3, 6, ·, -15
> CCOC(=O)N1CCC(NC(=O)CN2C(=O)CSc3ncccc32)CC1
 : 0, -0.5, 6, 18, 107, 5, 0, 0, -19
> Cc1cc2c(cc1S(=O)(=O)Nc1cccc(F)c1)n(C)c(=O)c(=O)n2C
 : 11, -1.0, 2, 39, 98, -4, 1, 2, 3
> CC(C)NC(=O)CSc1ccccc1C(=O)N1CCN(S(=O)(=O)/C=C/c2ccccc2)CC1
 : 1, 0.0, 7, ·, ·, -6, -3, -1, ·
> Cc1csc(NC(=O)c2cccnc2)n1
 : -3, -1.3, -3, ·, 102, -3, 3, 2, 6
> Cc1c(CCOC(=O)C23CC4CC(CC(C)(C4)C2)C3)sc[n+]1Cc1ccccc1
 : 0, -0.9, -21, -14, 94, 0, 2, 3, -16

Next section.
Under each structure – GalR3 antag, CRFR2-BP ag, M4 PAM, PHOSPHO1 block, MEKK3 PB1 HTS, CRFR2-BP antag, IDE inh, IDE act, pCIP destab
> COc1cccc(C2/C(=C(\O)c3ccc4c(c3)OCO4)C(=O)C(=O)N2CCN(C)C)c1OC (configuration not stated)
 : 0, -0.6, -4, 12, 93, 12, 0, 4, -7
> CS(=O)(=O)N1N=C(c2ccco2)CC1c1ccco1 (configuration not stated)
 : -3, 1.2, -3, ·, 101, 10, 2, 3, -7
> Cc1nc2ccccn2c1C(=O)NCC(C)C
 : -3, -0.1, -6, 18, 97, 2, 1, 4, -16
> C=CCn1c(SC(C)C#N)nc2sc(CC)cc2c1=O (configuration not stated)
 : -6, -1.3, 1, -1, ·, 12, 4, 0, 5
> C=CCNc1nc(Nc2ccc(Cl)cc2)nc(OC)n1
 : -5, -2.7, 1, -15, 103, -24, -3, 5, -2
> NS(=O)(=O)c1ccc(NC(=O)C2(c3ccccc3)CCCC2)cc1
 : -1, 0.8, 5, 4, 102, -4, 1, -3, 7
> O=C(O)c1cccc(N2C(=O)C3C4C=CC(C4=C(c4ccccc4)c4ccccc4)C3C2=O)c1 (configuration not stated)
 : -3, -2.5, -1, 35, 104, 28, -3, ·, -18
> C=CCn1c(SCC(=O)NC(N)=O)nnc1-c1cc2c(s1)CCC(CC)C2 (configuration not stated)
 : -1, 2.2, 12, -12, 125, -21, 6, 7, -6
> CCCCN(CC)C(=O)Cn1cnc2ccc(S(=O)(=O)N3CCC(C)CC3)cc2c1=O
 : -1, -4.6, -5, -9, 94, -4, 3, 9, 4
> Cc1cc2nnc(SCC(=O)N3CCOCC3)n2c2ccccc12
 : 0, 2.4, 3, 37, 103, -4, 5, 1, 43
> Cc1nc(-c2ccc(Cl)cc2)sc1C(=O)CBr
 : -4, -0.7, 14, 46, 102, 16, 0, 5, 3
> CCN(CC)CCNC(=O)C(Oc1ccccc1)Oc1ccccc1
 : -11, -1.2, -7, 33, 104, -2, -2, -1, 5
> CC1(C)CC(=O)C=C(c2ccc(Oc3ccccc3)cc2)C1=O
 : -7, -1.7, 1, ·, ·, -2, ·, ·, ·
> CC(=O)N1c2ccccc2N(Cc2ccc([N+](=O)[O-])cc2)C(=O)C1(C)C
 : -7, -2.5, -4, 0, 101, -1, -5, 5, -16
> Cc1ccc(C)c(NC(=O)CCC(=O)N/N=C/c2ccc[nH]2)c1
 : -6, -2.6, -3, 26, 101, -1, 2, -4, -13
> C/C(=N\Nc1nc(-c2cc(C)ccc2C)cs1)c1cc2c(ccc3ccccc32)oc1=O
 : -1, -2.6, 18, -29, 98, -46, 2, 3, -10
> Nc1nonc1-n1nnc(C(=O)N/N=C/c2ccccc2O)c1CN1CCCC1
 : 0, -0.5, 2, ·, ·, -12, 2, 4, ·
> COCCNC(=S)N1CCN(c2cccc(C(F)(F)F)c2)CC1
 : -2, -0.4, -4, -16, 100, 18, 4, 9, -2
> N#C/C(=C\c1ccco1)C(=O)Nc1cccc2ncccc12
 : -3, -0.4, 1, -9, 98, 10, -2, 4, -15
> CCOc1ccc(CCNC(=O)C2CCN(c3nn4c(=O)cc(C)nc4s3)CC2)cc1OCC
 : 3, -1.6, -5, 38, 83, 22, 2, 4, -4

(listing goes on)
Under each structure – GalR3 antag, CRFR2-BP ag, M4 PAM, PHOSPHO1 block, MEKK3 PB1 HTS, CRFR2-BP antag, IDE inh, IDE act, pCIP destab
> O=C1CN(C(=O)COC(=O)c2ccc(N3CCCCCC3)c([N+](=O)[O-])c2)c2ccccc2N1
 : 0, -1.2, 0, -2, 104, -7, 0, 6, -6
> CCOC(=O)c1ccc(NC(=S)NCCc2ccc(F)cc2)cc1
 : -2, 8.5, -16, 15, 99, 8, 6, ·, -10
> CC(C)NC(=O)Nc1ccc2c(c1)C(=O)N([C@H](C)CO)C[C@H](C)[C@@H](CN(C)S(=O)(=O)c1ccc(F)cc1)O2
 : -5, -1.0, -4, ·, ·, 5, 1, 7, ·
> Cc1ccc(CSCC(=O)N2CCN(c3ccccc3)CC2)cc1
 : -3, -0.3, 0, -17, 131*, 13, 1, 5, -17
> CC(C)c1ccc(OCC(=O)NCc2ccco2)cc1
 : -3, -1.3, 6, 18, 110, 0, -8, 0, -10
> COc1ccc(NC(=O)CCC(=O)N(Cc2ccc(OC)c(OC)c2)c2nccs2)cc1
 : 3, -4.0, ·, 12, 96, -7, 4, 1, -2
> COc1ccc(NS(=O)(=O)c2ccc(NS(=O)(=O)c3cccs3)cc2)c(OC)c1
 : 1, 0.1, -4, -2, 99, -7, 6, 5, -4
> Cc1ccc(Cl)cc1N(C(=O)c1csnn1)C(C(=O)NC1CCCC1)c1ccco1 (configuration not stated)
 : -10, 0.8, 0, 18, 102, 11, 0, 1, 1
> CCn1c(SCc2ccc(F)cc2)nnc1C1CCN(S(=O)(=O)c2ccc(OC)cc2)CC1
 : -3, -0.6, -5, -14, 103, 20, 5, 3, 0
> CN(C)Cc1cc(O)c(CN(C)C)cc1O
 : -3, 6.2, -22, 7, 103, 8, -4, -4, -4
> C#CCSc1nnc(-c2ccc(OC)cc2)o1
 : -2, -2.2, 1, 69*, 106, -13, -2, 5, 5
> CCOc1ccc(/C=N/NC(=O)c2cc(-c3cccn3C)n[nH]2)cc1
 : -1, -2.6, 1, -52, 100, -12, -6, 2, -2
> CS(=O)(=O)N1CCc2cc(C(=O)Nc3ccccc3)ccc21
 : 0, -0.5, -9, 1, 102, 10, -4, -1, -4
> O=C(Nc1nc(-c2cccs2)c(-c2cccs2)s1)C1(c2ccccc2)CC1
 : 0, 0.3, 1, -1, 103, -5, 6, 1, -3
> Cc1cc(C)c2cc(CN(CCN3CCCC3)C(=O)Nc3ccc(F)cc3)c(=O)[nH]c2c1
 : 5, -1.5, -6, 26, 105, 2, 3, 6, -9
> O=C(Nc1ccc(Cl)cn1)C1COc2ccccc2O1 (configuration not stated)
 : -8, -0.5, 2, 12, 103, -13, 4, -6, -17
> NC1=NC(=O)C2(COC(c3ccncc3)OC2)S1 (configuration not stated)
 : 3, -1.5, 6, 40, 101, -7, 4, 1, 0
> Cc1oc(-c2ccccc2)cc1C(N)=O
 : -2, 3.1, 4, -1, 103, -12, -1, 1, -5
> CC(Sc1ccc(Cl)cc1)C(=O)NCc1cccnc1 (configuration not stated)
 : 0, -2.2, 4, -2, 101, -2, 1, 5, -5
> O=C(NC(=S)Nc1cccc2cc(O)ccc12)c1ccco1
 : -4, 1.0, 1, 16, 110, 1, 4, 1, -16
> Cc1cccc(C)c1NC(=O)C1CCCN1S(=O)(=O)c1ccc(-c2ccc(=O)[nH]n2)s1 (configuration not stated)
 : 5, -2.2, 6, 44, 98, -1, 2, -4, 6

Compounds listed so far that contain a furan ring, fused or not:
Under each structure – GalR3 antag, CRFR2-BP ag, M4 PAM, PHOSPHO1 block, MEKK3 PB1 HTS, CRFR2-BP antag, IDE inh, IDE act, pCIP destab
> O=C1c2nc3cc(-c4ccco4)[nH]n3c(=O)c2CN1Cc1ccccc1
 : -1, -1.3, -1, 36, 91, 3, 6, ·, -15
> CS(=O)(=O)N1N=C(c2ccco2)CC1c1ccco1 (configuration not stated)
 : -3, 1.2, -3, ·, 101, 10, 2, 3, -7
> N#C/C(=C\c1ccco1)C(=O)Nc1cccc2ncccc12
 : -3, -0.4, 1, -9, 98, 10, -2, 4, -15
> CC(C)c1ccc(OCC(=O)NCc2ccco2)cc1
 : -3, -1.3, 6, 18, 110, 0, -8, 0, -10
> Cc1ccc(Cl)cc1N(C(=O)c1csnn1)C(C(=O)NC1CCCC1)c1ccco1 (configuration not stated)
 : -10, 0.8, 0, 18, 102, 11, 0, 1, 1
> Cc1oc(-c2ccccc2)cc1C(N)=O
 : -2, 3.1, 4, -1, 103, -12, -1, 1, -5
> O=C(NC(=S)Nc1cccc2cc(O)ccc12)c1ccco1
 : -4, 1.0, 1, 16, 110, 1, 4, 1, -16

High-throughput results as filed in PubChem.

The order is random; any-hit rate near 4.2%.
